# PKA-R2B activ: activators of human PKA-R2B complex | PKA-R2B holoenzyme dissociation, Cy5-IP20 fluorescence polarization; R2B truncated from residue 108, S112A mutant; 0% DMSO only, 100% 113 µM cGMP | actives 0.079% (n = 340,000) | activation, % at 11.4 µM | AID 504700 | P22694+P31323;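 active = activation above a cutoff set at the mean over all compounds plus 3 SD, cut at about 18% in these data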;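 note: higher means more holoenzyme dissociation and a rise in polarization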
# Target sequence (P31323 whole entry, looked up, other chains not shown, the tested form may be a part): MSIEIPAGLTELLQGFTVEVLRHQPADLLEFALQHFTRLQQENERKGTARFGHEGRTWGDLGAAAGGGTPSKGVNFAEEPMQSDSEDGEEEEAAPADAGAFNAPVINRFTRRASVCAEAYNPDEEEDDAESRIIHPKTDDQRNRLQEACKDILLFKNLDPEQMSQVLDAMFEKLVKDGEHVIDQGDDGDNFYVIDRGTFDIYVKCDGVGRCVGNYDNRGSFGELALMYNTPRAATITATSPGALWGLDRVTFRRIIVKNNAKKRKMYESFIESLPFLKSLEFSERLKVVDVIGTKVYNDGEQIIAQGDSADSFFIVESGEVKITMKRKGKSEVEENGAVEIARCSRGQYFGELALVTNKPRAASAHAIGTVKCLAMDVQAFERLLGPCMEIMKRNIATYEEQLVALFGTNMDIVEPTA
# Ecoli viability: reduces bacterial viability in AddAB counter-screen; actives 0.27% (n = 330,000); inhibition, % at 11.9 µM; AID 449728; E. coli V3065 growth, OD600 absorbance, 18 h;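 active = inhibition above the campaign's mean inhibition across all tested compounds plus 3 SD, cut at about 9.9% in these data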;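 note: uninfected addAB+ strain grown without phage in ampicillin broth; 0% = DMSO wells and 100% = ciprofloxacin 0.95 µg/ml wells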
# Mot1-301 SUMO: SUMOylation pathway inhibition by Mot1-301 growth rescue | actives 1% (n = 320,000) | S. cerevisiae Mot1-301 growth rescue, ATP luminescence, 38.5C; percent above DMSO median, 100 means doubled | growth rescue, % at 18.8 µM;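 active = every valid replicate shows activation above 250% relative to neutral control wells; inactive = the rest, any valid replicate at or below 250%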;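 note: OY570 slx delta 5 strain wells were the positive control but not used for scaling; some compounds called inactive have numbers as strong as hits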
# PfHsp90 yeast 2: reduces growth (ATP signal) of yeast expressing P. falciparum Hsp90. S. cerevisiae expressing PfHsp90, BacTiter-Glo ATP, 48 h; yeast lacking PDR1 and PDR3 efflux regulators. inhibition, % at 9.4 µM. actives 0.32% (n = 310,000);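 active = every replicate shows inhibition above about 80%, whatever the replicate mean, limit read from the data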;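 note: 0% = DMSO neutral controls and 100% = 20 µM radicicol positive controls; yeast relying on Plasmodium falciparum Hsp90 in place of its own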
# HTR5A inv ag: inverse agonist of human HTR5A in OPRM1-OPRD1 counter-screen. HTR5A cell line, luminescence, inverse agonism. inhibition, % at 9.3 µM. actives 0.083% (n = 340,000). AID 504634; in the data active = inhibition mostly above about 23%, no sharp cut-off; inactive = mostly below about 18%;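 note: 0% = cells with DMSO and 100% = no-cell wells with DMSO; some compounds called inactive have numbers as strong as hits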
# Target sequence (P47898 whole entry, looked up): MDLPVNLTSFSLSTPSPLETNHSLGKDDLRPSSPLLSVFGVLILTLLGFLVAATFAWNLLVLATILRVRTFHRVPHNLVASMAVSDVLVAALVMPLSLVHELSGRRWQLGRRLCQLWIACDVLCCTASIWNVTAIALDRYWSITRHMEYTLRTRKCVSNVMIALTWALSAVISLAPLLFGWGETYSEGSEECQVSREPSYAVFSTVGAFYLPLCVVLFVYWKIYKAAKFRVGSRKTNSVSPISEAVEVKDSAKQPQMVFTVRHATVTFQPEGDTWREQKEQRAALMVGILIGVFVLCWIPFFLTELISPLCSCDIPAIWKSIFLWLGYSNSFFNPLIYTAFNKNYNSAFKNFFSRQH
# OPRM1-OPRD1 inv: inverse agonists of human mu-delta opioid receptor heterodimerization; inhibition, % at 9.3 µM; P35372+P41143; cell-based MOR-DOR heterodimer luminescence, inverse agonism; AID 504357; actives 0.21% (n = 340,000); in the data active = inhibition above about 22%, passing the limit was not always enough;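 note: 0% = cells with DMSO and 100% = wells without cells with DMSO; values of inactives mirror those of a sister screen read the other way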
# AddAB inh: less growth of phage-infected E. coli with AddAB. E. coli expressing H. pylori AddAB, absorbance growth. inhibition, % at 11.9 µM. actives 0.29% (n = 330,000); in the data active = inhibition above about 12%;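 note: 0% = vehicle wells of infected cells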
# phage Ecoli inh: E. coli growth loss with phage present | inhibition, % at 11.9 µM | actives 0.26% (n = 360,000) | growth absorbance; in the data active = inhibition above about 11%
# MOR-DOR ag: OPRM1-OPRD1 heterodimerization agonism; P35372+P41143; actives 0.3% (n = 340,000); cells, luminescence; activation, % at 9.3 µM; in the data active = activation above about 18%;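 note: 0% = vehicle-treated cells and 100% = reference agonist; values of inactives mirror those of a sister screen read the other way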
# PKA-R1A act: PKA-R1A complex activation; P00514+P68181; activation, % at 11.4 µM; actives 0.083% (n = 340,000); PKA-R1A dissociation, Cy5-IP20 fluorescence polarization; scaled: DMSO 0%, 113 µM cGMP 100%;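 active = percent activation above the mean of all tested compounds plus 3 SD, cut at about 19% in these data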;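 note: higher means more PKAc released from R1A so a rise in polarization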
# Tat export inh: blocks Tat-dependent protein export in E. coli | E. coli MC4100 TorA-mCherry Tat export, fluorescence | actives 0.036% (n = 340,000) | inhibition, % at 10 µM;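 active = mean replicate inhibition at least 50% and at least half of replicates individually reaching 50%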;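 note: exported cargo escapes ClpAP degradation while cytoplasmic cargo is degraded and loses fluorescence; 0% = median of neutral control wells and 100% = median of NaSCN control wells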
# Starred values were filed as active, the others as inactive; · = not tested or not shown.
SMILES,PKA-R2B activ,Ecoli viability,Mot1-301 SUMO,PfHsp90 yeast 2,HTR5A inv ag,OPRM1-OPRD1 inv,AddAB inh,phage Ecoli inh,MOR-DOR ag,PKA-R1A act,Tat export inh
COC(=O)C(NC(C)=O)(Nc1nc2c(C)cc(C)cc2s1)C(F)(F)F (stereo unspecified),2.5,-4.1,-5.2,6.1,-11.5,5.5,2.4,0.6,-1.0,-6.2,-1.0
COc1cc(/C=C(/C(=O)O)c2ccc(-c3ccccc3)cc2)cc(OC)c1OC,1.5,-2.7,0.1,-40.1,-27.2,22.1,0.9,2.5,-3.5,-7.0,2.3
COc1cc(-c2cc(C(=O)Nc3cccc(S(=O)(=O)N(C)C)c3)c3ccccc3n2)cc(OC)c1OC,1.0,-1.1,-2.6,2.6,-17.3,-4.8,0.7,1.5,0.6,14.2,-5.4
Cc1cnc(NC(=O)CN2CCN(c3ccccn3)CC2)s1,5.1,0.6,-17.2,6.9,3.6,9.3,1.6,2.8,-1.7,8.1,-3.2
c1ccc(SCCCCN2CCOCC2)cc1,-2.0,1.2,87.4,-1.4,3.5,-3.8,4.3,0.4,0.8,-4.6,8.8
CNC(=O)CCC(=O)Nc1ccc(C(=O)OC)cc1,-6.9,0.9,4.5,9.8,-17.6,2.9,0.2,2.7,-0.5,-9.7,-1.5
Cc1ccc(N2C(=O)C3CCC(C)(C2=O)C3(C)C)cc1 (stereo unspecified),3.7,-0.7,0.6,25.0,-4.3,3.9,-2.1,0.8,-0.8,3.2,6.5
COc1cccc(C(=O)NCC(=O)N/N=C(\C)Cc2ccccc2)c1,-5.3,-0.3,-2.3,6.9,-2.4,0.4,0.9,1.4,-0.1,0.6,-2.3
Cc1ccc2oc(-c3ccc(NC(=O)CC(C)C)cc3)nc2c1,-1.8,0.1,-8.2,0.0,10.1,-31.3,1.4,2.2,5.0,-5.1,-5.6
Oc1ccc(C2C=C(c3ccc(F)cc3)Nc3ncnn32)cc1 (stereo unspecified),-3.1,·,·,13.1,-2.5,-8.0,·,-0.7,1.5,-2.2,-4.0
N#CCn1c(C2CCCCC2)nc2ccccc2c1=O,-1.8,0.5,-16.9,-20.2,-6.8,-2.0,-0.3,-3.9,0.3,-5.6,-2.2
Cc1ccc(S(=O)(=O)NCCn2nc(C)cc2C)cc1,-8.3,-0.8,-15.9,14.6,1.7,5.5,1.3,-0.2,-1.0,-9.4,-3.2
O=C(CCc1ccccc1)NC1CCS(=O)(=O)C1 (stereo unspecified),3.3,·,·,·,0.9,-7.8,·,1.4,1.2,-13.8,-0.6
Cc1ccc(S(=O)(=O)CC(=O)NC2CC2)cc1,-14.0,-0.4,2.4,-33.0,-26.1,6.2,0.6,4.0,-1.5,-0.1,11.6
N#CC(C#SN)=C1CCCCC1,17.2,1.4,417.5,13.8,4.9,24.8,2.2,2.5,-4.5,-13.6,-8.9
CCN(c1ccccc1)S(=O)(=O)c1ccc(C(=O)Nc2ncccc2O)cc1,-6.5,0.3,1.0,9.8,0.8,5.9,1.4,0.0,-1.1,-2.9,-5.9
COC(=O)c1sccc1NC(=O)CN(C)NS(=O)(=O)c1ccc(Cl)cc1,-0.9,-4.4,11.1,-34.1,17.5,7.6,-3.5,3.1,-1.2,-0.1,-5.0
O=C(Cn1[nH]c(=O)c2ccccc2c1=O)Nc1cccc(-c2nnc3n2CCCCC3)c1,6.1,-0.2,-2.1,·,4.2,2.1,0.8,-0.5,-0.4,-4.5,16.0
COCC(=O)Nc1cccc(-c2ccc3nncn3n2)c1,-6.3,-2.4,8.3,-2.9,3.2,0.3,1.0,-1.4,-0.1,-0.5,-6.7
O=C(Nc1cccc(-c2cccc(F)c2)c1)C1CCN(C2CCOCC2)CC1,10.8,-2.9,7.8,-11.0,3.5,0.7,1.0,0.9,-0.1,-1.1,-3.1
O=C(OCc1ccc([N+](=O)[O-])cc1)c1ccc2ccccc2n1,-6.9,1.6,51.8,6.2,-4.7,4.7,0.3,5.0,-0.9,3.6,4.9
CCCC(=O)Nc1nc(-c2ccc3c(c2)CCN3S(C)(=O)=O)cs1,-5.5,0.1,-4.8,-2.3,-12.2,6.9,1.8,0.3,-1.2,9.5,-4.9
O=C(NCc1cccnc1)c1cccc(C(F)(F)F)c1,4.7,-1.7,-3.6,3.7,-17.8,8.9,-0.2,3.1,-1.7,-6.9,-2.5
COC(CNC(=O)CCCn1nnnc1CN1CCOCC1)c1cccs1 (stereo unspecified),-11.2,·,·,-19.8,-2.9,-7.7,·,0.3,1.5,-4.3,0.2
O=C(O)c1cc(N2C(=O)CCC2=O)ccc1NCc1cccnc1,-0.4,-1.3,-9.6,-7.9,11.2,8.0,-1.1,0.1,-1.5,6.9,-9.2
CC1(C)Cc2noc(N)c2C(C)(C)N1OC(=O)c1scc2c1OCCO2,-5.7,-0.8,-19.6,-8.1,-22.9,0.6,4.8,1.7,-0.1,-10.0,-3.3
CCOc1[nH]n(-c2ccccc2)c(=O)c1C=Nc1ccc(OC)cc1,10.8,-0.2,9.4,·,6.1,-16.3,-1.2,5.2,2.6,-6.8,0.0
CC/C(=N\NC(=O)CNC(=O)/C=C/c1ccc(OC)cc1)c1ccccc1,-15.8,-0.4,-4.0,-4.1,2.4,14.4,2.5,1.0,-2.3,0.2,5.6
COc1ccccc1N(C)S(=O)(=O)c1ccc(C(=O)NCc2ccccc2CN2CCCC2)cc1,-8.6,·,·,-6.0,12.1,2.4,·,0.1,-0.5,0.4,-5.6
CNC(=O)c1cc2cc(Br)ccc2s1,-4.2,-1.2,1.4,·,2.1,8.6,0.0,2.5,-1.8,6.8,1.3
Fc1cccc(CCN2CCNC[C@@H]2Cc2ccccc2)c1,7.5,2.6,-1.1,3.5,4.2,12.3,3.4,3.0,-2.2,-7.8,6.1
COc1ccc(NC(=O)COC(=O)COc2cccc(Br)c2)cc1OC,-1.4,-0.6,·,-4.6,-7.9,4.5,0.5,1.4,-1.0,-7.9,7.0
NC(=O)C[C@H]1NC(=O)[C@H](CCC(=O)O)NC(=O)c2cc([N+](=O)[O-])cc(I)c2NCCC[C@@H](C(N)=O)NC1=O,-1.8,-1.5,8.1,3.0,1.3,20.4,2.8,-0.2,-4.4,-3.8,2.9
Cc1ccc(S(=O)(=O)N2CCCC2C(=O)NCc2ccccc2Cl)cc1 (stereo unspecified),-2.8,0.0,-1.1,-20.4,-2.3,-10.1,2.4,2.9,2.0,-8.7,-3.7
O=C(NC1CCCC1)C(c1ccccn1)N(C(=O)c1csnn1)C1CC1 (stereo unspecified),6.2,-2.4,-16.2,·,15.1,10.8,0.7,2.6,-2.3,2.9,1.4
O=C(/C=C/c1cccs1)NNC(=O)c1cccc([N+](=O)[O-])c1,-0.7,-2.4,-10.0,-6.1,4.5,-3.8,-1.1,1.0,0.7,-4.0,8.8
Cc1ccc(C)c(-n2c(=O)c(C#N)cc3c(=O)n4ccccc4nc32)c1,-8.4,0.7,-14.3,3.5,-0.2,8.0,0.2,2.7,-1.4,-19.1,-5.3
CNC(=O)c1ccccc1Sc1ccccc1CO,10.0,-0.1,-9.0,2.8,-10.4,8.8,2.0,2.7,-1.7,-2.5,0.6
Cc1cccc(OCCCC(=O)NC(C)C)c1,-7.4,0.7,9.5,5.2,10.6,9.1,4.0,2.4,-2.2,3.2,-5.7
Cc1cc(Cl)cc(C)c1OCCn1ccnc1,0.5,-0.4,-3.7,8.5,-10.8,12.2,-1.1,1.1,-2.7,-6.8,-3.6
O=C(CN1CCN(CCC(=O)Nc2ccccc2F)CC1)Nc1ccc(Cl)cc1,8.9,-2.0,-0.3,·,-28.8,9.6,4.5,0.2,-1.9,5.0,-2.7
CCOC(=O)/C=c1\s/c(=C\c2c(OC)ccc3ccccc23)c(=O)n1CC(=O)NCC1CCCO1 (stereo unspecified),4.1,-2.1,89.4,-2.2,-30.1,-2.4,-0.4,2.4,0.5,5.7,24.7
O=C(O)c1ccc(N2CCCCC2)cc1O,-3.7,-0.3,6.2,-3.2,2.5,13.6,2.0,0.1,-2.6,-6.2,7.6
CC(=O)Nc1cccc(Oc2nc(C)cc(C)c2C#N)c1,-7.4,-0.9,6.6,0.4,-2.0,-0.8,2.3,1.3,0.1,9.4,-5.9
COc1ccc(NC(=O)Cc2ccc(C)c(C)c2)cc1S(=O)(=O)N1CCCCC1,-0.9,-2.8,-6.6,17.3,0.0,6.5,0.2,-0.2,-1.3,1.3,-1.5
O=c1ccc(=O)n(-c2ccccc2)[nH]1,6.4,-0.7,2.0,11.3,-7.3,8.7,-1.3,2.5,-1.7,-7.8,-4.9
O=C(CCn1cccc1)NCCc1ccc(Cl)cc1,-12.8,1.7,7.3,12.0,-3.8,10.6,2.8,1.2,-1.9,-2.3,-4.5
Cc1nc(SCC(=O)Nc2c(C)n(C)n(-c3ccccc3)c2=O)c2cnn(-c3ccccc3)c2n1,-1.3,·,·,7.5,-1.3,18.9,·,0.6,-4.9,-3.0,5.3
O=C(O)C1Nc2c(C(F)(F)F)ccc(Cl)c2C2C=CCC12 (stereo unspecified),2.7,0.8,-20.9,5.7,3.0,6.2,2.4,0.9,-1.3,8.8,-4.5
CCCCOC(=O)Nc1ccc(S(=O)(=O)Nc2nc(C)cc(C)n2)cc1,-3.3,0.3,8.3,·,5.3,-3.3,2.9,4.1,0.7,-11.4,7.4
O=C(COC(=O)Cc1ccc(Cl)cc1)Nc1ccccc1F,-10.9,0.1,-5.1,-3.4,9.4,-17.5,2.8,4.7,3.2,1.2,3.8
O=C(Nn1cnnc1)c1ccccc1-c1ccccc1,-2.0,1.0,-10.0,-31.7,-13.7,18.1,0.1,0.2,-3.1,-3.3,1.6
Cc1cc(-c2nnc(SCC(=O)c3ccc(F)cc3)o2)no1,-12.5,-1.5,-12.6,11.8,-9.3,1.8,1.4,3.1,-0.3,-5.1,1.3
O=C(CSc1ncc(C(F)(F)F)cc1Cl)NCC1CCCO1 (stereo unspecified),-6.4,-1.8,117.6,10.2,-5.2,10.9,0.2,0.8,-2.2,-2.9,-4.5
COC(=O)C12CCC3(SCCS3)C(C(=O)OC)(CCC13SCCS3)C2,-4.4,0.3,522.7*,22.8,9.4,-1.6,0.7,5.1,0.3,-11.5,5.0
Cc1cc(C)n(-c2ccc(C(=O)OCn3nnc4ccccc4c3=O)cc2)n1,-2.8,-0.4,-13.5,-5.0,16.3,0.7,0.7,1.7,-0.1,-0.2,5.3
CN(CC(=O)Nc1ccc(Cl)cc1)CC(=O)Nc1cccc2ccccc12,-3.3,-0.7,13.3,-17.3,7.8,3.5,0.1,0.6,-0.8,2.8,-1.4

# High-throughput results deposited in PubChem BioAssay by several laboratories.
